# LMPTP inh = blocks human LMPTP phosphatase; P24666; recombinant LMPTP-A, OMFP fluorogenic substrate, fluorescence intensity; inhibition, % at 20 µM; actives 0.22% (n = 360,000); AID 651560;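 active means compounds that cut the enzyme signal by at least half of the control window in the single-dose screen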;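 further: plate controls were DMSO wells with enzyme plus substrate for no effect and substrate without enzyme for full effect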
#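 Test system: LMPTP-A phosphatase enzyme. Amount: LMPTP-A at 0.625 nM final in the reaction. Reagent: OMFP substrate, 400 µM final. Times: 50 min at room temperature. Signal: endpoint fluorescence intensity from OMFP dephosphorylation. Read-out basis: % inhibition. Benchmarks: no-enzyme and uninhibited controls.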
# SUMO1 PPI mod = alters human SUMO1 binding to SIM partners; SUMO1 binding to a labelled peptide, TR-FRET, 1 h; inhibition, % at 20 µM; actives 0.33% (n = 360,000); AID 602429; in the data active means inhibition above about 37%
# Target sequence (P63165 whole entry, looked up): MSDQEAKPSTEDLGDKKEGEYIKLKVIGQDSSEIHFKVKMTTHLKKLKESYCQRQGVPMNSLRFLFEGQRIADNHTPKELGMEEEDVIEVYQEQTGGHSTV
# Rpn11 block = Rpn11 (human) deubiquitinase inhibition; O00487; human 26S proteasome, Ub4-pepOG fluorescence polarization; 20S core pre-blocked with epoxomicin; calls only at 20 µM; actives 0.59% (n = 360,000);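 active means inhibition at 20 µM, scaled to each plate's controls, above about 33%, limit read from the data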
# NadD block = blocks S. aureus nicotinate mononucleotide adenylyltransferase; inhibition, % at 20 µM; actives 0.78% (n = 360,000); purified NadD enzyme, colorimetric absorbance read-out; in the data active means inhibition above about 26%; further: some compounds past the cut are filed as inactive
# MLLE-PAM2 inh = inhibitors of microRNA-mediated deadenylation, human PABP1 MLLE binding. P11940. GST-MLLE / FITC-PAM2 fluorescence polarization. inhibition, % at 20 µM. actives 0.36% (n = 360,000). AID 588489; in the data active means inhibition above about 35%, passing the limit was not always enough;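 further: plate controls were DMSO wells with GST-MLLE for no effect and wells lacking GST-MLLE protein for full effect; some results filed as inactive read as strong as hits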
# Target sequence (P11940 whole entry, looked up): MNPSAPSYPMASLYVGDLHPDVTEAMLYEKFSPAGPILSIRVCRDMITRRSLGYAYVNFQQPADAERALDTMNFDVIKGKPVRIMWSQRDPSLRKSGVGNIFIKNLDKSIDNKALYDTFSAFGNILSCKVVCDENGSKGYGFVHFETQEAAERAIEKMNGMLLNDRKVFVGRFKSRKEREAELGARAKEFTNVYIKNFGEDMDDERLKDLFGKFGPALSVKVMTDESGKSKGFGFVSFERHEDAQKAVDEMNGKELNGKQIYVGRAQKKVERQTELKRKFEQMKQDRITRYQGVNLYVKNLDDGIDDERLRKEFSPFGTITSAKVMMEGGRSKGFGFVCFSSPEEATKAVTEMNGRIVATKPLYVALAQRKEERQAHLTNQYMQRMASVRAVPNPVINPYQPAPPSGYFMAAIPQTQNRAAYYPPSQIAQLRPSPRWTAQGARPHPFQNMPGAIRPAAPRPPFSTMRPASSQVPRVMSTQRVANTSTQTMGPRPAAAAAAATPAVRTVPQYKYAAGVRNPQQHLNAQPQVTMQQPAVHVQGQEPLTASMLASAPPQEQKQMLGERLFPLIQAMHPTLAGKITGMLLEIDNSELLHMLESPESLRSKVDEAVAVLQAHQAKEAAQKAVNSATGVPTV
# Scp-1 inhibitor = Scp-1 (human) phosphatase inhibition; Recombinant Scp1, phosphopeptide, malachite green phosphate absorbance; inhibition, % at 20 µM; actives 0.88% (n = 340,000);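 active means inhibition above about 50% at 20 µM, limit read from the data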;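 further: plate controls were DMSO wells with enzyme for no effect and wells lacking enzyme for full effect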
#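 Assay system: SCP-1 catalytic fragment, aa 76-261 | Buffer or medium: Tris acetate buffer pH 5.5 with MgCl2 and Tween-20 | Compound: One concentration, 20 µM, with 1.0% DMSO | Also added: Phospho 17-mer peptide substrate | Signal: Absorbance at 630 nm | Incubation: 45 min enzyme reaction at room temperature | Measure: % inhibition of SCP-1 phosphate liberation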
# TbMetRS inhib = blocks T. brucei methionyl-tRNA synthetase activity; purified T. brucei MetRS, ATP depletion, Kinase-Glo luminescence; inhibition, % at 11.9 µM; actives 0.4% (n = 360,000); AID 624268;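 active means inhibition above a per-plate cutoff of the control wells' mean inhibition plus 3 SD, cut at about 5.5% in these data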;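 further: 0% = DMSO wells median and 100% = median of wells with control inhibitor compound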
#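 Dosing: 11.9 µM single point; system: parasite MetRS enzyme; technique: luminescence of leftover ATP; times: 15 min enzyme-compound preincubation, 2 h reaction, 10 min detection, 25 °C; replicates: each compound tested once; read-out basis: percent inhibition relative to median high and low control wells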
# DNMT1 inh = blocks human DNA methyltransferase DNMT1; P26358; DNMT1 molecular beacon, Hinp1I cleavage, fluorescence; inhibition (reported as % activation of signal), % at 10 µM; actives 0.83% (n = 360,000); AID 588458; in the data active means inhibition above about 50%
# CSN inh = CSN deneddylation inhibition; Q92905; Purified CSN, SCF-Nedd8-OG deneddylation, fluorescence polarization; inhibition, % at 12.5 µM; actives 0.38% (n = 360,000); AID 651999;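 active means pattern-corrected inhibition above about 35%, with an unprinted fluorescence ratio check between 0.5 and 1.5, limit read from the data, passing the limit was not always enough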;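 further: 0% = enzyme with substrate and 100% = substrate without enzyme; some results filed as inactive read as strong as hits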
# Target sequence (Q92905 whole entry, looked up, one chain of several): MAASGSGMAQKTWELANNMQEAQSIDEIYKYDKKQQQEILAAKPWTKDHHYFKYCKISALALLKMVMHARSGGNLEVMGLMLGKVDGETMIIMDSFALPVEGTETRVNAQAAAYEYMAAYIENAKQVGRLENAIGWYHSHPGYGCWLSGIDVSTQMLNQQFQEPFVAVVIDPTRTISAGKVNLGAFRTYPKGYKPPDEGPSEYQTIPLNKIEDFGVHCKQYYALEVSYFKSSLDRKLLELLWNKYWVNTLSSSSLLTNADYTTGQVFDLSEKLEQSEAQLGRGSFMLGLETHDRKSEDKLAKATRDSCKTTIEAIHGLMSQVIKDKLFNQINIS
#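 Assay system: HEK293T-derived human Csn5 enzyme; quantity: 0.24 nM enzyme; medium: Tris/NaCl/DTT buffer, pH 7.5; also added: substrate SCFSkp2-Nedd8OG, 10 nM; doses: 12.5 µM compound; schedule: 90 min reaction at room temperature; signal: FP; read-out: % inhibition of substrate cleavage by Csn5; benchmarks: substrate-only high control, full reaction low control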
# STEP inh = blocks human striatal-enriched tyrosine phosphatase | P54829 | inhibition, % at 20 µM | AID 588621 | recombinant STEP, OMFP fluorogenic substrate, fluorescence | actives 0.25% (n = 360,000);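 active means inhibition at 20 µM, scaled per plate between control wells, above about 37%, limit read from the data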;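 further: 0% = DMSO with enzyme and substrate and 100% = substrate only without enzyme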
#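 Assay system: isolated STEP enzyme / Timing: 20 min at room temperature, dark / Doses: 20 µM, 1% DMSO / Technique: fluorescence intensity, excitation 480 nm, emission 540 nm / Reagent: fluorogenic phosphatase substrate OMFP at 25 µM final / Measure: percent inhibition scaled to no-enzyme and uninhibited-enzyme controls, plate-pattern corrected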
# * = called active by the depositor; i = inactive; nt = not tested or not shown; + = active, no number.
SMILES,LMPTP inh,SUMO1 PPI mod,Rpn11 block,NadD block,MLLE-PAM2 inh,Scp-1 inhibitor,TbMetRS inhib,DNMT1 inh,CSN inh,STEP inh
COCc1cc(N2CCCCC2)nc(-c2ccccc2)n1,-0.2,-2,i,7,-14,-3,0.2,2,-25,1
O=C(OC1CCOC1=O)c1ccccc1C(=O)c1ccc(Cl)c([N+](=O)[O-])c1 (centres undefined),0.9,-21,i,-1,7,18,-0.4,12,0,-3
CC(=O)NC(=O)NC1CSCC1OC(C)=O (centres undefined),-0.9,-5,i,0,-7,-2,0.2,-3,6,-3
COc1ccc(S(=O)(=O)N2CCc3ccccc32)cc1C(=O)N1CCN(C=O)CC1,-1.3,1,i,1,2,0,-0.5,0,4,-1
CC(C)(C)NC(=O)NC(=O)COc1ccccn1,-1.8,-3,i,5,-4,3,-0.9,0,7,-2
COc1ccccc1CNC(=O)CC(NS(=O)(=O)c1ccc(C)cc1)c1ccco1 (centres undefined),0.6,-1,i,5,8,-9,-1.1,-3,3,0
Cc1ccc(NCC(O)Cn2cnc3c2c(=O)n(C)c(=O)n3C)cc1 (centres undefined),-1.0,5,i,-1,-1,3,-0.6,0,-3,2
CCc1nnc(NC(=O)CSc2nnc(C(C)NC(=O)c3ccccc3)n2C)s1 (centres undefined),-0.3,5,i,-8,-16,-1,-0.2,1,-1,-1
CCOC(=O)c1ccc(S(=O)(=O)n2c(=O)oc3ccccc32)cc1,0.9,2,i,-4,-36,-10,0.1,4,-2,-3
Cc1ccc(NC(=O)CNC(=O)OCc2ccccc2)cc1C,-0.1,0,i,-5,3,-4,0.2,0,-2,-3
CCC1Nc2ncnc(N3CCOCC3)c2N(Cc2ccccc2)C1=O (centres undefined),-3.1,-2,i,1,-10,-7,-0.3,1,1,-2
CC1CCN(c2c(NCC3CCC(C(=O)N4CCCC(C)C4)CC3)c(=O)c2=O)CC1 (centres undefined),-2.2,5,i,-2,-1,-10,0.0,-1,0,-2
Cc1cc(C(=O)N/N=C/c2cccc([N+](=O)[O-])c2O)n[nH]1,0.4,-15,i,2,22,-5,-0.2,1,-6,19
O=C(NC1CCCC1)c1ccc(Cl)s1,-1.7,4,i,-3,-10,-4,-0.4,3,1,4
COC(=O)[C@H]1[C@H](C(=O)OC)[C@@H](C(=O)OC)N(c2ccc(OC)cc2)[C@@H]1C(=O)OC,2.4,3,i,0,0,-5,-0.2,0,-11,-6
COc1ccc(N2CCN(C3CCCN(C(=O)CN4CCOC4=O)C3)CC2)cc1 (centres undefined),-1.0,7,i,1,-8,1,-0.2,1,6,2
Clc1ccc(OCCOCCOc2cccc3cccnc23)c(Br)c1,3.7,-9,i,2,9,-2,0.5,1,-9,2
Cc1ccc(S(=O)(=O)c2nc(-c3ccc(F)cc3)oc2N2CCOCC2)cc1,1.0,1,i,-4,-21,-3,-0.3,-4,6,-1
CCn1c(SCC(=O)NNC(=O)Cc2ccccc2)nnc1-c1ccncc1,-0.7,-1,i,1,11,-5,-0.2,-1,-2,-2
CC(C)Oc1ccccc1OC1(C)CCN(Cc2ccc(OC(F)(F)F)cc2)C1 (centres undefined),-0.7,-2,i,-4,-14,nt,-0.3,1,-4,4
CCCC1CCC(C(=O)Nn2c(C)nc3ccccc3c2=O)CC1 (centres undefined),0.7,-4,i,-6,-3,-8,-0.8,3,2,0
S=C(c1ccc(N2CCOCC2)cc1)N1CCCCC1,-0.6,1,i,8,0,0,-0.5,0,3,-2
O=c1c(Cc2ccc(Cl)cc2)c(O)ccn1Cc1cccs1,0.4,1,i,-2,5,10,1.0,-1,-1,-4
COc1ccc2oc(=O)c(C(=O)NCCc3ccc(OC)c(OC)c3)cc2c1,0.2,-26,i,-8,-11,-3,0.1,-1,1,-1
COC(=O)c1ccc(C)c(NC(=O)CSc2sc3c(O)cc(=O)[nH]c3c2C#N)c1,38,38,+,11,-22,68*,-0.1,27,13,17
CCc1cccc(OCC(O)Cn2c(N3CCCCC3)nc3c2c(=O)[nH]c(=O)n3C)c1 (centres undefined),-0.1,4,i,-2,-16,-4,-0.2,-7,0,2
CCOC(=O)Cn1c(-c2cccnc2)nc(-c2ccccc2)c1-c1ccccc1,1.7,0,i,-6,9,-8,-0.2,1,2,2
COc1cc(/C=N/NC(=O)c2cc(-c3ccccc3C)nc3ccccc23)cc(OC)c1O,1.5,-9,i,12,-9,-7,-0.8,0,2,2
Cc1ccc(C2=NN(CCC(=O)NCc3ccc4c(c3)OCO4)C(=O)CC2)cc1,-0.6,1,i,1,-19,-1,-0.3,1,-7,-1
COC(=O)Cc1csc(Nc2ccc(Cl)cc2)n1,-0.1,-3,i,-1,-1,-5,0.2,3,-8,-4
COc1ccc(Cl)cc1C(=O)NNC(=O)CSc1nncn1C,-2.4,1,i,-1,-8,-12,-0.2,-1,1,1
CN1CCN(c2ccc(C(=O)c3cn(-c4ccc(F)c(Cl)c4)nn3)cc2)CC1,0.9,2,i,-6,8,-2,-1.2,15,2,0
COc1ccccc1N1CCN(C(=O)c2ccc3[nH]c4c(c3c2)CC(C)CC4)CC1 (centres undefined),3.4,-4,i,10,-43,-1,-0.9,-8,2,4
Cc1ccc(-n2ncc3c(=O)[nH]c(SCC(=O)N4CCCC4)nc32)cc1C,-5.5,5,i,3,10,-3,-0.9,1,-1,-1
O=C(CN1CCN(S(=O)(=O)c2ccc3ccccc3c2)CC1)NC(=O)NC1CCCCC1,4.0,-9,i,-5,-6,9,-0.3,-8,6,-2
Cc1nn(-c2ccccc2)c(C)c1/C=N/NC(=O)c1cc(C(C)(C)C)[nH]n1,1.3,-6,i,4,-26,1,-1.4,0,2,-2
CCOC(=O)C1=C(C)c2ccccc2OC1C(=O)OCC (centres undefined),-2.0,-3,i,-2,15,-1,-1.6,6,-5,-2
CCOC(=O)c1cccc(NC2c3ccccc3C(=O)N2Cc2ccco2)c1 (centres undefined),0.2,5,i,-5,8,-1,-0.7,1,0,2
COc1ccc(NS(=O)(=O)c2ccc(C)c(C(=O)NCC(c3cccs3)N3CCOCC3)c2)cc1 (centres undefined),-8.8,-39,i,7,-3,2,-0.5,-7,1,-2
CC(C)(C)OC(=O)N1CCC[C@H]1C(=O)N/N=C/c1ccc2nccnc2c1,-0.9,-12,i,-4,9,3,-0.4,1,2,-2

# Record cards, from the list above. Order of screens: LMPTP inh	SUMO1 PPI mod	Rpn11 block	NadD block	MLLE-PAM2 inh	Scp-1 inhibitor	TbMetRS inhib	DNMT1 inh	CSN inh	STEP inh
# Results for `COc1ccccc1N1CCN(C(=O)c2ccc3[nH]c4c(c3c2)CC(C)CC4)CC1` (centres undefined) → 3.4	-4	i	10	-43	-1	-0.9	-8	2	4
# Results for `CC(C)Oc1ccccc1OC1(C)CCN(Cc2ccc(OC(F)(F)F)cc2)C1` (centres undefined) → -0.7	-2	i	-4	-14	nt	-0.3	1	-4	4

# (more compounds)
SMILES,LMPTP inh,SUMO1 PPI mod,Rpn11 block,NadD block,MLLE-PAM2 inh,Scp-1 inhibitor,TbMetRS inhib,DNMT1 inh,CSN inh,STEP inh
COc1cccc(-c2cc(C(=O)O)[nH]n2)c1,-0.9,2,i,-5,5,-4,-0.6,-2,-3,3
CC1CCCN(S(=O)(=O)c2ccc3c(c2)n(C)c(=O)c(=O)n3C)C1 (centres undefined),-0.2,1,i,4,9,-7,-0.2,1,1,-2
O=C(NCC1CCCO1)c1cc2ccccc2o1 (centres undefined),0.6,8,i,-4,-2,-2,-0.6,9,-2,-3
COc1ccc(NC(=O)C[C@H]2C(=O)N(C3CCCCC3)C[C@@H]2C)cc1,-0.1,2,i,-1,-1,nt,-1.1,3,5,2
CCc1noc(C)c1C(=O)NCCN1C(=O)S/C(=C\c2ccccc2F)C1=O,-0.8,-35,i,1,-18,nt,-0.2,-1,0,-2
Cc1cccc(Nc2nc(-c3ccc(O)cc3O)cs2)n1,2.3,0,i,10,20,0,-0.6,-22,2,0
CN1CCN(C(=O)C2CCCN(S(=O)(=O)c3ccc(F)cc3)C2)CC1 (centres undefined),-1.9,-2,i,0,-3,-10,-0.7,3,-1,1
COc1cccc(CC(=O)Nc2nc(-c3cc(OC)ccc3OC)cs2)c1,4.5,0,i,-7,-4,-6,-0.1,-6,0,0
O=C1CN(C(=O)COC(=O)c2cccc(Br)c2)c2ccccc2N1,2.3,2,i,-8,-15,-3,-0.5,-1,0,-1
O=C(NCc1ccccc1)c1ccc(NS(=O)(=O)c2cccs2)cc1,-1.2,4,i,-2,1,-10,-0.4,4,6,-1
C[C@H](CO)N1C[C@H](C)[C@@H](CN(C)Cc2ccc(C(=O)O)cc2)OCc2cnnn2CCCC1=O,-0.6,1,i,7,-11,nt,-0.2,-2,2,0
COc1ccc(CN2CC(=O)N(c3cc(Cl)ccc3OC)C2=S)cc1OC,0.3,7,i,-3,22,-17,-0.7,-2,2,-2
O=C(CSc1cccc2cccnc12)N/N=C/c1ccncc1,1.6,-15,i,-2,9,-7,-1.0,10,-4,-1
O=C(CCN1CCN(Cc2ccccc2)CC1)NNC(=O)c1ccc(Cl)c(Cl)c1,0.3,0,i,0,2,nt,-0.2,0,-1,-1
O=C(Nc1ccc(S(=O)(=O)N2CCOCC2)cc1)C1CC1,0.5,0,i,0,-4,-6,0.4,2,-4,-2
Cc1nn(Cc2ccccc2Cl)c(C)c1N,-0.7,7,i,-5,-3,3,-0.6,-3,4,-2
CCCCCCCCNc1nc(Cl)nc(NCc2ccco2)n1,-0.3,0,i,-7,-3,-6,0.0,23,-5,-3
COC(=O)c1c(NC(=O)CCC(=O)O)sc(Cc2ccccc2)c1C,0.0,8,i,-4,1,-17,1.1,-6,5,-2
O=C(OCCc1cc2ccccc2c(=O)o1)c1ccc(F)cc1,0.8,4,i,-6,-4,-3,-0.2,-1,-4,2
O=C(NC(=S)Nc1ccccc1[N+](=O)[O-])c1cncc(Br)c1,0.6,-19,i,-1,28,-2,0.5,-2,3,0

# Screening data deposited in PubChem by several laboratories.
